# UDG counterscr – UDG inhibition counter-screen; FRET deamination/UDG coupled assay, UDG read, 4 h; Potency, µM (series often up to 115 µM), without a hit: top-dose activity change, negative = inhibition, hits mostly inhibitors; hit rate 0.14% among 91,000; also: nearly all actives have a fitted effect of over 65% in size
# AID inh – inhibitors of human activation induced cytidine deaminase; hit rate 0.32% among 91,000; Potency, µM (titrated, usually from 115 µM), for the others: at the highest dose activity change, negative = inhibition, actives largely listed as inhibitors; AID deamination FRET fluorescence, UDG-coupled, 4 h; Q9GZX7; also: nearly all actives have a fitted effect of over 25% in size
# Target sequence (Q9GZX7 whole entry, looked up): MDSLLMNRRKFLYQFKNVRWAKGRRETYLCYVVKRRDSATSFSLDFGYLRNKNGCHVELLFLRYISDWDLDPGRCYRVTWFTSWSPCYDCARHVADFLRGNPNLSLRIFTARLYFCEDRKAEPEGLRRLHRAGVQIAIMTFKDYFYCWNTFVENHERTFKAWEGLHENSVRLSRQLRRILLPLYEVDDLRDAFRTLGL
# * = called active by the depositor; ? = inconclusive; & = joins results of further samples; [ ] = another dose, or the depositor's remark. Calls follow the shape of the dose curve; as a rule, active = well fitted curve in the direction sought with a large enough effect; inconclusive = small, poorly fitted or top-dose-only effect, or another doubt; inactive = no such curve, though single readings can be large; an effect the other way counts as inactive or inconclusive. % is scaled to controls: 0 for no effect and ±100 for the full control effect; potency is read from the fitted curve at half-maximal effect.
mol	UDG counterscr	AID inh
Cc1oc(-c2ccccc2)nc1Cn1nnc(C(=O)Nc2ccc3c(c2)OCCO3)c1N	-9%	-12%
COC(=O)c1sccc1S(=O)(=O)N1CCN(c2cccc(C)c2)C(C)C1 (configuration not stated)	11%	6%
COC(=O)c1scc(-c2ccc(C)cc2)c1S(=O)(=O)Nc1ccc(N(C)C)cc1	?	22%
COc1ccc2ccc(OC(=O)/C=C/c3csc(C)n3)cc2c1	-10%	29%
Cc1ccc(Oc2nc3ccccn3c(=O)c2/C=C(\C#N)c2nc3ccccc3s2)c(C)c1	-3%[57.5 µM]	85%[57.5 µM]
O=C(CN1C(=O)COc2ccc(S(=O)(=O)N3CCCC3)cc21)N1CCN(c2ccc(F)cc2)CC1	1%	17%
COc1ccc(CCNC(=O)Cn2c(=O)n(-c3ccc(C)c(C)c3)c(=O)c3c(C)c(C)sc32)cc1OC	?	?
O=C(c1ccc2c(c1)CCN2S(=O)(=O)c1ccc(Cl)cc1)N1CCN(c2ccc(F)cc2)CC1	-8%	-10%
Cc1cccc(Cn2cc(S(=O)(=O)c3cccc(C)c3)c(=O)c3cc(F)c(N4CCOCC4)cc32)c1	-16%	?
O=C1CCCc2nccc(-c3ccc(F)cc3)c21	8%	1%
Cc1ccc(-c2n[nH]c3c2C(c2cccc(O)c2)N(c2ccc(C(=O)O)cc2)C3=O)cc1 (configuration not stated)	-1%	?
CCN1CCN(C(=O)c2cccs2)CC1	1%	10%
COc1ccc(OCC(=O)OCc2cc(=O)n3nc(-c4cccs4)sc3n2)cc1	59%[activator]	43%[activator]
Cc1ccc(Cl)cc1NC(=O)C(=O)NCCc1sc(-c2ccc(F)cc2)nc1C	-4%	24%
Cc1nn(-c2ccccc2)c(OC(=O)c2ccccc2F)c1S(=O)(=O)c1ccccc1	4%	36%[activator]
COc1cccc(CCNC(=O)c2c(O)nc3c(C)cccn3c2=O)c1	-11%	1%
CC1(C)CC(NC(=O)CCc2ccsc2)CC(C)(C)N1	-6%	-4%
Cc1cc(C)c(C#N)c(Sc2ccc3c(c2)OCCCO3)n1	-4%	-5%
COC(=O)C1CCN(C(=O)c2nn(C(C)C)c(=O)c3ccccc23)CC1	-6%	-2%
Cc1oc(-c2nc(C#N)c(N3CCN(C)CC3)o2)cc1S(=O)(=O)N(C)C	-4%	-4%
CCOc1ccccc1C(=O)N1CCCCC1CCN1CCOCC1 (configuration not stated)	-1%	6%
CC(C)NC(=O)c1cc(-c2ccc(Cl)c(Cl)c2)on1	-5%	2%
CC1=C(C(=O)Nc2ccc(C)cc2C)C(c2cccs2)n2nc(SCc3ccccc3Cl)nc2N1 (configuration not stated)	-16%	21%
C=CCNC(=O)c1cnn(-c2ccc(C(F)(F)F)cn2)c1C(F)(F)F	7%	5%
COc1ccc(Nc2nc(-c3ccc(OC)cc3)c(C)s2)cc1	10%	-7%
Cc1occc1C(=O)NC(C)c1cccc(Br)c1 (configuration not stated)	-5%	-2%
CCCCNC(C(=O)c1c[nH]c2c(CC)cccc12)c1ccccc1 (configuration not stated)	6%	0%
N=C(N)c1ccc(N)cc1	-2%&5%	-5%&3%
Cc1cc(C(=O)Nc2ccc3c(c2)CCC3)cs1	-2%	-13%
COc1ccc(-c2nn(C)c3sc(C(=O)N4CCN(c5cccc(C)c5C)CC4)cc23)cc1OC	21%	-1%
Cc1ccc(C2c3c(oc4ccccc4c3=O)C(=O)N2c2ccc(C)cn2)cc1 (configuration not stated)	-6%	6%
COc1cccc(CNC(=O)Cc2c(C(=O)O)c(C)cn2C)c1	11%	139%[activator]
CC(C)c1ccc2oc(-c3cccc(NC(=O)c4ccc5c(c4)OCCO5)c3)nc2c1	-7%[57.5 µM]	?
CCNC(=O)COc1ccc(NC(=O)c2nn(CC)c(=O)c3ccccc23)cc1	-3%	12%
COc1cccc(CNC(=O)c2ccc3c(c2)nc2n3CCOC2)c1OC	0%	-13%
COc1cccc(CC(=O)Nc2ccc3nc(Nc4cccc(C(F)(F)F)c4)cc(C)c3c2)c1	-8%	-22%
COc1cc(/C=C(\C#N)c2cccc(Cl)c2)c(Br)cc1OCc1ccc(F)cc1	-1%	-1%
CCN1CCN(C(=O)c2ccc3c(c2)N(Cc2cc(C)ccc2C)C(=O)c2ccccc2S3(=O)=O)CC1	-13%	-7%
O=C(Nc1ccc(F)c(Cl)c1)C1CCN(S(=O)(=O)c2ccc3c(c2)CCCN3C(=O)C2CCC2)CC1	-16%	-18%
CC(=O)C(C)Sc1cc(-c2ccccc2)ncn1 (configuration not stated)	-4%	-2%
CCc1c(C)sc2c1CCN(C(=O)Nc1cc(C)ccc1OC)C2c1ccc(F)cc1 (configuration not stated)	-18%	?
COc1cc(C)cc2oc(=O)c(CC(=O)O)c(C)c12	-2%	-1%
O=S(=O)(c1ccc(-n2cnnn2)cc1)N1CCN(c2ccccc2F)CC1	-4%[57.5 µM]	4%
Cc1ccc(C2=NO[C@@](CC(=O)O)(C(=O)Nc3c(C)cccc3C)C2)cc1	-3%	-3%
Cc1cccc2c1NC(=O)C2(O)c1c[nH]c2ccccc12 (configuration not stated)	-8%	4%
Cc1cc(S(=O)(=O)Nc2cc3c(cc2C)n(C)c(=O)c(=O)n3C)ccc1F	-13%	0%
[O-]/[N+](=C\c1ccncc1)c1ccc(Cl)cc1	-17%	0%
CC(C)CCNc1nc(-c2ccc(O)c(C(N)=O)c2)cs1	12%	11%

# 4 entries from above, reformatted.
# Second line of a record: UDG counterscr	AID inh
COc1ccc(OCC(=O)OCc2cc(=O)n3nc(-c4cccs4)sc3n2)cc1
  59%[activator]	43%[activator]
Cc1ccc(Cl)cc1NC(=O)C(=O)NCCc1sc(-c2ccc(F)cc2)nc1C
  -4%	24%
Cc1nn(-c2ccccc2)c(OC(=O)c2ccccc2F)c1S(=O)(=O)c1ccccc1
  4%	36%[activator]
COc1cccc(CCNC(=O)c2c(O)nc3c(C)cccn3c2=O)c1
  -11%	1%

# The listing continues:
mol	UDG counterscr	AID inh
CCn1c(NCc2cccc(Cl)c2)nc2ccccc21	?	-7%
Cc1cc(O)c(CN2CCN(c3ccccc3)CC2)c2oc(=O)cc(C)c12	1%	45%[activator]
COc1ccc(NC(=O)Nc2nnc(SCC(=O)Nc3cccc(C)c3C)s2)cc1	-9%	-19%
Cc1ccc(Cn2c(-n3nc(C)c(C)c3C)nc3c2c(=O)n(CC(N)=O)c(=O)n3C)cc1	-7%	-3%
CSc1nc(C(C)(C)C)cc(C(F)(F)F)c1C#N	-3%	0%
COc1ccc(C(=O)NCCn2cc(SCC(=O)NCCc3ccc(OC)c(OC)c3)c3ccccc32)cc1	-7%	2%
COc1ccccc1C(=O)NCc1ccc2c(c1)CCN2C(=O)c1cccc(C)c1	44%[activator]	-9%
Cc1c(CN(C)C(=O)c2cc3cc(Br)ccc3oc2=O)cnn1C	4%	2%
CCOc1cc(C2C(C(=O)Nc3ccccc3)=C(C)Nc3ncnn32)cc(Br)c1O (configuration not stated)	-7%	16%
CCOc1ccc(NC(=O)c2oc3ccccc3c2NC(=O)c2c(F)cccc2F)cc1	5%	-7%
COc1ccc(-c2csc(/C(C#N)=C/c3ccccc3C(F)(F)F)n2)cc1OC	-11%	6%
CCc1ccccc1NC(=O)CCCN1C(=O)CCn2nc(-c3cn(C)c4ccccc34)cc21	-12%	-10%
CSc1cccc(NC(=O)C2CCN(c3nc4ccccc4[nH]3)CC2)c1	-18%	1%
COc1ccc2oc(C(=O)NC3CCC(C)CC3)c(C)c2c1 (configuration not stated)	-4%	-9%
CC(C)(NC(=O)/C=C/c1cccnc1)c1ccc(Br)cc1	0%	1%
O=C(O)CSCc1ccc(Br)cc1	-9%	-5%
CC(NCc1ccccc1)C(=O)O (configuration not stated)	1%	-2%
Fc1ccc(CNCCN2CCCC2)cc1	-1%	3%
COc1ccc(CNC(=O)CSc2ncc3c(n2)-c2cc(Cl)ccc2N(C)S3(=O)=O)cc1	19%	18%
CCCCc1cc(=O)oc2cc(OC(C)C(=O)NCc3ccncc3)c(Cl)cc12 (configuration not stated)	5%	-12%
CC(C)N1C(=O)C(O)(CC(=O)c2cccnc2)c2ccccc21 (configuration not stated)	0%	5%
Cc1ccc(SCCC(=O)NCCC(C)C)cc1	2%	-3%
COc1ccc2c(c1)-c1nc(NC(=O)c3ccc(C)cc3)sc1CC2	-3%	115%[activator]
O=C(NNC(=O)C1CCCC1)c1ccc([N+](=O)[O-])cc1Cl	-3%	-2%
CC(C)(C)OC(=O)N1CCC(c2c(C(=O)O)cnn2-c2ccc(F)cc2F)CC1	-5%[57.5 µM]	39%[activator]
Cc1nn(-c2ccccc2)c(OC(=O)c2ccccc2)c1S(=O)(=O)c1ccccc1	2%	15%
Cc1nc(-c2ccccc2)sc1-c1ccc(SCC(=O)NCc2ccc(Cl)cc2)nn1	0%	3%
Cc1cc(-c2ccc(N=Cc3sccc3C)c(C)c2)ccc1N=Cc1sccc1C	-15%	32%[activator]
O=C(NCCCN1CCCC1)c1cccnc1	4%	5%
CCC1c2ccsc2CCN1C(=O)COc1ccc2c(C)cc(=O)oc2c1 (configuration not stated)	-1%	-15%
CCC1=Nc2ccccc2N=C(NC(=O)c2ccccc2)C1c1ccc(OC)c(OC)c1 (configuration not stated)	20%	-14%
Cc1ccc(Nc2cc(=O)[nH]c(=O)[nH]2)cc1C	-4%	11%
CC(C)c1ccc(NC(=O)CN2C(=O)C3(SCC(=O)N3c3ccc(F)cc3)c3ccccc32)cc1 (configuration not stated)	0%	?
Cc1ccc2nc(/C(C#N)=C/c3ccc4oc5ccccc5c4c3)[nH]c2c1	-2%	-4%
Cc1cc(=O)oc2cc(OCC(=O)OCC(=O)Nc3ccccc3Br)ccc12	21%	-4%
CCOc1ccc(C(=O)NN)cc1	-2%	2%
COc1ccc(C(C)=O)cc1-c1cccc(C(F)(F)F)c1	-5%	-13%
O=C(CSc1nc2ccccc2o1)c1c[nH]c2ccccc12	6%	-4%
COc1ccc(C2=NS(=O)(=O)N(C)C(C(=O)N(C)C3CCCCC3)=C2)cc1	6%	1%
Cc1[nH]c2ccc(C(=O)NCCc3ccccc3Cl)cc2c1C	-11%	-12%
COc1ccccc1N1CCN(CCCS(=O)(=O)c2ccc(Cl)cc2)CC1	-3%	-4%
Cc1ccc(NS(=O)(=O)c2ccc3c(c2)n(C)c(=O)n3C)c(C)c1	13%	27%
C=Cc1ccc(Cn2c(C(=O)O)c(CNCc3ccc(F)cc3)c3ccc(C)cc32)cc1	-1%[57.5 µM]	-25%
CCOC(=O)N1CCN(Cc2nc3cc(NC(C)=O)ccc3n2C(C)C)CC1	-5%	42%[activator]
COc1cc(Cl)c(C)cc1NC(=O)CSc1cc(=O)n(C)c2cc(Cl)ccc12	17%	-7%
Cc1ccccc1C(=O)Nc1nnc(SCc2cc(=O)c3c(C)ccc(C)c3[nH]2)s1	-3%	2%
CC(O)CNc1nc2c(c(=O)n(C)c(=O)n2C)n1CCc1ccccc1 (configuration not stated)	-1%	-7%
Cc1nc2ccccn2c(=O)c1NC(=O)c1ccccc1Cl	-6%	4%

# Next part (three carried over from the part before).
mol	UDG counterscr	AID inh
Cc1ccccc1C(=O)Nc1nnc(SCc2cc(=O)c3c(C)ccc(C)c3[nH]2)s1	-3%	2%
CC(O)CNc1nc2c(c(=O)n(C)c(=O)n2C)n1CCc1ccccc1 (configuration not stated)	-1%	-7%
Cc1nc2ccccn2c(=O)c1NC(=O)c1ccccc1Cl	-6%	4%
O=S(=O)(c1cc(F)ccc1F)N1CCN(Cc2ncc(-c3ccc(F)cc3)o2)CC1	-6%	-7%
O=C(NCc1cccs1)c1ccc2ccccc2n1	4%	1%
CC(Cl)C(=O)NC(=O)Nc1ccccc1 (configuration not stated)	3%	-1%
COc1ccc(Cn2ccc3nc(C)c(C(=O)Nc4ccc(OC)c(OC)c4)cc3c2=O)cc1	-11%	30%
O=c1c2cc3c(cc2n(Cc2ccc(F)cc2)c(=O)n1Cc1nc(-c2ccccc2)no1)OCO3	2%[57.5 µM]	7%
Cc1c(CC(=O)N2CCCC2)c(=O)oc2cc(O)ccc12	-4%	2%
COc1ccc(OCC(=O)Nc2nnc3n2CCS3)cc1	-1%	110%[activator]
O=C(Cc1ccc(F)cc1)Nc1nnc2n1CCS2	-8%	-5%
Cc1cccc(OCC(=O)Nc2nc(-c3ccc(S(=O)(=O)N4CCOCC4)cc3)cs2)c1	3%	-4%
Nc1ccnc2ccccc12	-8%	12%
Cc1ccc(CCNC(=O)C2CCCN(c3nnc(C)c4c(C)n(-c5ccccc5)nc34)C2)cc1 (configuration not stated)	0%	-15%
CC1=C(c2ccc(C(C)C)cc2)S(=O)(=O)N=C1N1CCC(C(=O)NCc2ccco2)CC1	22%	8%
COc1ccc(NC(=O)c2c(NCc3cccc(OC)c3)sc3c2CCCC3)cc1	4%	38%[activator]
CC(=O)c1ccccc1NC(=O)CC(C)(C(=O)O)c1ccccc1 (configuration not stated)	-7%	-9%
COc1cc(NC(=O)CCS(=O)(=O)c2ccc3c(c2)CC(=O)N3C)cc(OC)c1OC	?	8%
Cc1ccc(C(CNC(=O)c2ccc(C(C)(C)C)cc2)N2CCCC2)cc1 (configuration not stated)	-6%	-18%
CCC(Nc1ccc(-c2nc(-c3ccccn3)no2)cc1[N+](=O)[O-])c1ccccc1 (configuration not stated)	-29%	19%

# The list is partial (hit frequency here may not be typical).
